CHT allo act: CHT positive allosteric modulators, primary screen, cell-based, membrane potential dye, choline EC20. CHT-expressing cells; stronger effect = higher value; LV-AA mutant CHT in HEK293 cells. B-score at 10 µM. 310,000 compounds, 0.49% hits. AID 488977, 2010;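 active = initial fluorescence not abnormally high and integrated response B-score, plate-corrected, over 3 SD above library mean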
Target sequence (Q9GZV3 whole entry, looked up): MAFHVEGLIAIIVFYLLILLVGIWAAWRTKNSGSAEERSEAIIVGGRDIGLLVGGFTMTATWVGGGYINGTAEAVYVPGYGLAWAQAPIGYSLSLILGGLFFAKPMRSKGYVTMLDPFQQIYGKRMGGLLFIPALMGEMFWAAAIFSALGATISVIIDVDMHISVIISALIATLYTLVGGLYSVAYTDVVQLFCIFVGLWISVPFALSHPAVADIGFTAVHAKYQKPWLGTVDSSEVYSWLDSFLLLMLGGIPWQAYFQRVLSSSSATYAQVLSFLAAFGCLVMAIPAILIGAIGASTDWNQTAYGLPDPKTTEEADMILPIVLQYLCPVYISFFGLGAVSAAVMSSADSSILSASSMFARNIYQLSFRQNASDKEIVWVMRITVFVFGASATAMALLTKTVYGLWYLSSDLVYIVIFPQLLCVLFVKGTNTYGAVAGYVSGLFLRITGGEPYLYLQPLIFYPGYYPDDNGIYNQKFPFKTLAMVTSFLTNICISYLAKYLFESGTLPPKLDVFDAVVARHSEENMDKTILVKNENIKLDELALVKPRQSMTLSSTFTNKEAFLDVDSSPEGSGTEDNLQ
CHT inh: inhibitors of human choline transporter CHT | CHT-expressing cells, membrane potential dye, choline response; stronger effect = lower value | B-score at 10 µM | 310,000 compounds, 0.86% hits;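 active = B-score over 3 SD under the library average, and starting fluorescence ratio not unusually high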;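 note: choline stimulus applied at its EC90 after an EC20 pre-addition; B-score computed on integrated fluorescence ratio after choline addition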
STK33 inh: inhibitors of purified STK33 kinase, primary screen, biochemical, ADP-Glo luminescence, homogeneous, cell-free; MBP phosphorylation; Serine/threonine-protein kinase 33 (Homo sapiens), Q9BYT3; inhibition, % at 10 µM; AID 2661, 2010; 320,000 compounds, 0.073% hits;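 active = inhibition at or above 25%, using the most active replicate where run in duplicate; inactive = inhibition below 25%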
Target sequence (Q9BYT3 whole entry, looked up): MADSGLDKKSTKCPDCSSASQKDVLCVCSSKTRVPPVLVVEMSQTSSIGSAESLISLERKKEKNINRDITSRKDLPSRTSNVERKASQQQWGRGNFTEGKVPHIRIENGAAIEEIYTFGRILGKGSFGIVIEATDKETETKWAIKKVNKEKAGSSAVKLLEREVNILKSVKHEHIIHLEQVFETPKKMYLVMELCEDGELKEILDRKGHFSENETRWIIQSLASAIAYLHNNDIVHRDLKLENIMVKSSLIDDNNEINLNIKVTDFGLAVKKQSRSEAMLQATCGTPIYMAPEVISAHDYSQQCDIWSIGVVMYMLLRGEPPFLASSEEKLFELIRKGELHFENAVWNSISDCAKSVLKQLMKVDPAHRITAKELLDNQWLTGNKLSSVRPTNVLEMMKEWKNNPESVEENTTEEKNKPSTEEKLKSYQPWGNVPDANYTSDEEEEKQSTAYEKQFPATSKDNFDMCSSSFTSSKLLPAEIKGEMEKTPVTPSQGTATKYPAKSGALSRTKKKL
Starred values were filed as active, the others as inactive; i = inactive; · = not tested or not shown.

SMILES | STK33 inh | CHT inh | CHT allo act
COc1ccc(N2C(=O)c3ccccc3NC23C(=O)N(C)c2ccccc23)cc1 (stereo not given) | -1.0 | i | i
Cc1ccc(S(=O)(=O)N2CCCC2C(=O)OCc2nc3sc(C)c(C)c3c(=O)[nH]2)cc1 (stereo not given) | -0.8 | i | i
Cc1cc(C)n2nc(S(=O)(=O)N(C)Cc3ccccc3)nc2n1 | -0.9 | i | i
CSc1ccc(S(=O)(=O)NC2CCCCC2)cc1 | -0.8 | i | i
COC(=O)c1c(C)oc(C)c1S(=O)(=O)NCc1ccc(Cl)cc1 | -2.3 | i | i
O=C(Cn1cnc2ccccc21)c1ccccc1 | 0.5 | i | i
O=C(CCCC1=NS(=O)(=O)c2ccccc2N1)OCc1ccc(Cl)cc1 | -1.1 | i | i
CCN(CC)CCC(c1ccc2c(c1)OCO2)c1c(OC)cc(OC)c2c(-c3ccccc3)cc(=O)oc12 (stereo not given) | 1.5 | -6.84* | i
O=C(NN1C(=O)c2ccc(-c3ccc4c(c3)C(=O)N(NC(=O)c3cccnc3)C4=O)cc2C1=O)c1cccnc1 | -0.3 | i | i
CC(C)=CCN1CCN(Cc2cccn2-c2ncccn2)CC1CCO (stereo not given) | -0.5 | i | i
COc1ccc(Nc2nc(C)cc(C)n2)cc1Cl | 1.5 | i | i
COc1cccc(NC(=O)CN(C)C(=O)Cn2cnc3ccccc3c2=O)c1 | -1.0 | i | i
O=C(CC1CCCCC1)NCC1CCCO1 (stereo not given) | -2.3 | i | i
Cc1ccc(/C=C/C(=O)C2C(=O)c3ccccc3C2=O)cc1 | -0.7 | i | i
COc1ccc(CCNCc2ccc(OCc3ccc(Cl)nc3)c(OC)c2)cc1OC | 0.0 | i | 7.79*
Cc1cc(C(F)F)n2ncc(C(=O)NCCc3ccc(Cl)cc3)c2n1 | 0.9 | i | i
Cc1cc(C)c(NS(=O)(=O)c2ccc3c(c2)NC(=O)CCS3)c(C)c1 | 1.1 | i | i
Cc1ccccc1OCCC(=O)Nc1ccc(Cl)cc1F | 0.2 | i | i
CCc1nn(C(CC)C(=O)NCc2cccc(OC)c2OC)c(=O)c2cc3occc3n12 (stereo not given) | 0.9 | i | i
COc1ccc(Nc2cnn(-c3nc4ccccc4s3)c(=O)c2Cl)cc1 | -2.0 | i | i
Cc1c(NC(=O)Nc2ccccc2C(F)(F)F)c(=O)n(-c2ccccc2)n1C | -0.8 | i | i
COc1ccc(-c2nc(-c3ccc4c(c3)OCO4)[nH]c2-c2ccc(OC)cc2)cc1 | -0.9 | i | i
O=C(Nc1ccccc1C(F)(F)F)c1cc(-c2cccc(O)c2)on1 | 0.5 | i | i
CCOc1ccc2nc(C(=O)N3CCCC(C)C3)sc2c1 (stereo not given) | -1.8 | i | i
COCCNC(=O)/C(C#N)=C\c1ccc(CNS(=O)(=O)c2ccc(C)cc2)o1 | · | i | i
COc1ccc(N2CCN(C(=O)c3ccc(CS(=O)(=O)c4ccc(OC)cc4)o3)CC2)cc1 | -0.2 | i | i
CC(C)Cn1c2c(c(O)c(C(=O)Nc3nc4ccccc4s3)c1=O)CCCC2 | 0.5 | i | i
O=C(CSc1nnnn1-c1ccc(O)cc1)NC1CCCCC1 | -1.1 | i | i
COc1ccc(CC(=O)N2N=C(c3ccncc3)CC2(O)C(F)(F)F)cc1 (stereo not given) | -1.0 | i | i
O=C(Oc1coc(CSc2ncccn2)cc1=O)c1ccco1 | -0.8 | i | i
CC(C)CCNC(=O)C(C)N(Cc1ccc(F)cc1)C(=O)c1ccc(CN2CCCCC2)o1 (stereo not given) | -2.2 | i | i
Cc1cc(C)c2nc(N(CCCN(C)C)C(=O)c3ccc(S(=O)(=O)N4CC(C)OC(C)C4)cc3)sc2c1 (stereo not given) | -0.2 | i | i
Cc1cc(N2C(=O)c3ccc(C(=O)Nc4ccc(O)cc4C(=O)O)cc3C2=O)no1 | 32.5* | i | i
CCOC(=O)N1CCN(CC(=O)Nc2c(C(=O)OC)[nH]c3cc(C)ccc23)CC1 | 0.8 | i | i
CC(C)=CCCC(C)CN1CCC(N2CCC(C(=O)N3CCCC3)CC2)CC1 (stereo not given) | -1.0 | i | i
CCOCCn1c(=O)c2c(nc3n2CC(C)CN3CCc2ccccc2)n(C)c1=O (stereo not given) | 2.1 | i | i
COc1ccc(CC(=O)OC(C)CN2CCCC2)cc1 (stereo not given) | -0.3 | i | i
Cc1ccccc1C(=O)NC(=S)Nc1sc2c(c1C#N)CCC(C)C2 (stereo not given) | 6.2 | i | i
CN(CCCNC(=O)C1CCC(CNS(=O)(=O)c2ccccc2)CC1)Cc1ccccc1 (stereo not given) | -1.2 | i | i
CCOC(=O)c1c(NC(=O)c2cc(-c3cccc(O)c3)on2)sc(C(C)=O)c1C | 1.1 | i | i
Cc1ccc(C(=O)Nc2cccnc2)cc1S(=O)(=O)N1CCOCC1 | 0.1 | i | i
COc1ccc(N2CCN(C(=O)Cc3ncc(C(F)(F)F)cc3Cl)CC2)cc1 | -0.5 | i | i
Cc1sc2ncnc(N[C@@H](CCC(=O)O)C(=O)O)c2c1C | 0.1 | i | i
Cc1ccc(NC(=O)CSc2nnc(-c3ccco3)o2)c(C)c1 | -2.0 | i | i
Cc1nnc(NC(=O)CSc2nnc(Cc3cccn3C)n2-c2ccccc2)s1 | -0.4 | i | i
COc1cc(OC)cc(C(=O)N/N=C/c2ccc(OC)c(COc3ccc(F)cc3)c2)c1 | -1.2 | i | i
Cc1ccc(NC(=O)CCC(=O)NNC(=S)Nc2ccc(F)cc2)c(C)c1 | 2.3 | i | i
O=C(O)c1cnn2c1C(=O)N(Cc1cccs1)CC2 | 0.4 | i | i
CCCc1nc2c(=O)[nH]c3ccccc3c2o1 | 1.8 | i | i
CC(OC(=O)CCN=C1NS(=O)(=O)c2ccccc21)C(=O)Nc1ccc(F)cc1 (stereo not given) | 0.0 | i | i

Continued:
SMILES | STK33 inh | CHT inh | CHT allo act
Cc1ccc(NC(=O)CNc2cccc(C)c2C)c(C)c1 | -2.1 | i | i
CCOc1ccccc1NC(=O)C1CCCN(C(=O)Nc2ccccc2)C1 (stereo not given) | -1.3 | i | i
COc1ccc2c(Cl)c(C(=O)NCCc3ccc(S(N)(=O)=O)cc3)sc2c1 | -0.8 | i | i
COc1ccc(-c2noc(N3CCC(C(=O)Nc4ccc(OC)cc4OC)CC3)n2)cc1 | -1.6 | -6.64* | i
CCOC(=O)c1c(C)[nH]c(NC(=O)Nc2c(C)n(C)n(-c3ccccc3)c2=O)c1C | -2.3 | i | i
CCc1ccccc1NC(=S)/N=C(\N)Nc1nc(C)c2cc(C)ccc2n1 | -1.9 | i | i
Cc1ccc(N2CC(C(=O)OCC(=O)C(C)(C)C)CC2=O)cc1 (stereo not given) | 0.1 | i | i
Cc1cccc(NC(=O)C2CCCN2C(=O)NC2CCCCC2)c1 (stereo not given) | -2.0 | i | i
COc1ccc(C(=O)COc2ccccc2C#N)cc1 | 0.0 | i | i
O=S1(=O)CCC(N=Cc2cc(Br)ccc2O)C1 (stereo not given) | -0.9 | i | i
COc1ccc(C(CNc2ccc(C(F)(F)F)cn2)N(C)C)cc1OC (stereo not given) | -0.1 | i | i
CC(=O)Nc1ccc(N(C(=O)Cc2c[nH]c3ccccc23)C(C(=O)NC2CCCCC2)c2ccco2)cc1 (stereo not given) | -1.6 | i | i
CCCn1nc(NC(=O)c2ccccn2)c2cc3cc(C)ccc3nc21 | -0.7 | i | i
CNC(=S)NNC(=O)c1sc(-c2cc(C)on2)nc1C | -2.2 | i | i
CN(C)c1ccc(NC(=O)CCn2c(=S)oc3ccccc32)cc1 | 0.0 | i | i
N#CCCN(C(=O)COC(=O)CNC(=O)c1ccc(-c2ccccc2)cc1)c1ccc(F)cc1 | -1.0 | i | i
CN1CCN(NC(=S)Nc2ccc(Oc3ccccc3)cc2)CC1 | -1.5 | i | i
C/C(=N\NC(=O)c1c(Cl)c(C)nn1C)c1ccc(NC(=O)C2CCC2)cc1 | 0.0 | i | i
Cc1ccc(C(=O)NN2C(=O)/C(=C/c3cccn3C)SC2=S)cc1 | 0.6 | i | i
NC1=NC(=O)C(CC(=O)NCc2ccccc2)S1 (stereo not given) | -2.6 | i | i
C/C(=N\NC(=O)c1c[nH]c2ccccc12)c1ccc2c(c1)OCO2 | 1.8 | i | i
CCN(CC)CCNC(=O)c1cc([N+](=O)[O-])c(N(C)C)cc1OC | 0.9 | i | i
COc1ccc(NS(=O)(=O)c2ccc3c(c2)oc(=O)n3C)cc1Cl | -1.3 | i | i
O=C(CSc1nnc(CN2CCCCCC2=O)n1-c1ccccn1)NCC(F)(F)F | -0.4 | i | i
CCN1CCN(CC(=O)Nc2nc3ccc(C)cc3s2)CC1 | 13.4 | i | i

Record cards (already shown). Screens in order: STK33 inh	CHT inh	CHT allo act
`CC(=O)Nc1ccc(N(C(=O)Cc2c[nH]c3ccccc23)C(C(=O)NC2CCCCC2)c2ccco2)cc1` (stereo not given) is listed as -1.6	i	i
`COc1ccc(-c2noc(N3CCC(C(=O)Nc4ccc(OC)cc4OC)CC3)n2)cc1` is listed as -1.6	-6.64*	i
`Cc1ccc(N2CC(C(=O)OCC(=O)C(C)(C)C)CC2=O)cc1` (stereo not given) is listed as 0.1	i	i
`CCCn1nc(NC(=O)c2ccccn2)c2cc3cc(C)ccc3nc21` is listed as -0.7	i	i
`CCN(CC)CCNC(=O)c1cc([N+](=O)[O-])c(N(C)C)cc1OC` is listed as 0.9	i	i

The list goes on:
SMILES | STK33 inh | CHT inh | CHT allo act
Cc1ccc(S(=O)(=O)NNC(=S)NC(=O)c2ccc([N+](=O)[O-])cc2)cc1 | -3.3 | i | i
COc1ccc(-c2csc(Nc3ccccc3)[n+]2CC(O)c2ccc([N+](=O)[O-])cc2)cc1 (stereo not given) | -1.1 | i | i
COc1ccc(-n2cnnc2SCC(=O)N(C)c2ccccc2)cc1 | -1.9 | i | i
O=C(Nc1nnc(C2CC2)s1)c1cc(-c2ccccc2)nn1-c1ccccc1 | · | i | i
Fc1ccc(N2CCN(C3CCC(c4ccccc4)CC3)CC2)cc1 (stereo not given) | -2.2 | i | i
COc1ccc(NS(=O)(=O)c2ccc3oc4ccccc4c3c2)cn1 | 1.4 | i | i
O=C(O)/C(=C\c1ccco1)NC(=O)c1ccc(Br)o1 | -1.3 | i | i
COc1ccc(CN2CCOC2=O)cc1OC | -0.3 | i | i
CC1(C)CN(c2ccc(F)cc2)C1=O | -0.9 | i | i
NC(=O)CSc1nnc(-c2ccco2)n1N | 1.5 | i | i
COc1cccc(C2CC(c3ccccc3)=NN2S(=O)(=O)c2ccccc2)c1OC (stereo not given) | 1.0 | i | i
Cc1ccc(-c2nc3ccc([N+](=O)[O-])cc3[nH]2)cc1 | 3.7 | i | i
COc1cc(OC)c(OC)cc1CNCC1COc2ccccc2O1 (stereo not given) | -1.8 | i | i
COc1ccccc1OCC(=O)Nc1ccc(S(=O)(=O)Nc2nc(C)cc(C)n2)cc1 | -1.3 | i | i
COc1ccc2[nH]c(C(=O)NCc3ccc4c(c3)OCO4)cc2c1 | -0.3 | i | i
C=CCOC(=O)c1ccc(-n2cncn2)nc1 | 0.6 | i | i
COc1ccc(Cl)cc1NC(=O)CCS(=O)(=O)c1ccc(Br)cc1 | -0.5 | i | i
O=C(C1COc2ccccc2O1)N1CCN(c2nc3ccc([N+](=O)[O-])cc3s2)CC1 (stereo not given) | -0.1 | i | i
COc1ccccc1N(C)S(=O)(=O)c1ccc(Cl)c(C(=O)N2CCC2)c1 | -1.0 | i | i
CCCS(=O)(=O)N1CCN(C(=O)c2ccccc2F)CC1 | 0.4 | i | i
O=C(O)c1cccc(-n2c(/C=C/c3cccc([N+](=O)[O-])c3)nc3ccccc3c2=O)c1 | -1.0 | i | i
Cc1nc(SCC(=O)NCC2CCCO2)c2c3c(sc2n1)CCCC3 (stereo not given) | 0.4 | i | i
COc1ccc(NC(=O)COC(=O)C2CC(=O)N(c3ccc(C)cc3)C2)cc1 (stereo not given) | -0.5 | i | i
CCc1ccc(CNC(=O)CC2C(=O)NCCN2Cc2ccccc2F)nc1 (stereo not given) | -2.4 | i | i
Cc1ccc(-n2nc3c(c2NC(=O)c2cccs2)CS(=O)(=O)C3)cc1C | -0.4 | i | i
CC(=O)c1cc2c(cc1NC(=O)CCn1cccc1)OCO2 | -0.3 | i | i
COc1ccc(OC)c(NC(=O)CNC(=O)Cn2ccc3ccccc3c2=O)c1 | -0.9 | i | i
c1ccc2c(c1)NC(c1ccncc1)n1c-2nc2ccccc21 (stereo not given) | -1.1 | i | i
C/C(=N\NC(=O)c1nnn(-c2nonc2N)c1CN1CCC(C)CC1)c1cccc(Br)c1 | -1.5 | i | i
COc1cc(SC)ccc1C(=O)Nc1ccc2c(c1)CCN2S(C)(=O)=O | 0.8 | i | i
O=C(Cc1c[nH]c2ccccc12)Nc1nccs1 | 0.4 | i | i
COc1ccc2nc(C)[nH]c(=O)c2c1 | -0.7 | i | i
Cc1cccc2cc(C#N)c(NCCCNS(=O)(=O)c3ccc(Cl)cc3)nc12 | -0.3 | i | i

Ordered by SMILES length (ascending): some entries from above.
SMILES | STK33 inh | CHT inh | CHT allo act
COc1ccc2nc(C)[nH]c(=O)c2c1 | -0.7 | i | i
O=C(Cc1c[nH]c2ccccc12)Nc1nccs1 | 0.4 | i | i
c1ccc2c(c1)NC(c1ccncc1)n1c-2nc2ccccc21 (stereo not given) | -1.1 | i | i
COc1cc(SC)ccc1C(=O)Nc1ccc2c(c1)CCN2S(C)(=O)=O | 0.8 | i | i

Random draw from the library. About 1.5% of those tested had a hit in this group.
